Tn6 DDE FP – inhibitors of Tn6 peptide binding to human fibrin DD(E); P02675; Fibrin DD(E) TRITC-Tn6 fluorescence polarization displacement; inhibition, % at 8.3 µM; 0.21% of 370,000 active;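 active means inhibition above a per-campaign cutoff: mean of compounds within control limits plus 3 SD, cut at about 15% in these data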;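 further: 0% = median of all compound wells on the plate and 100% = blocking peptide control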
Target sequence (P02675 whole entry, looked up): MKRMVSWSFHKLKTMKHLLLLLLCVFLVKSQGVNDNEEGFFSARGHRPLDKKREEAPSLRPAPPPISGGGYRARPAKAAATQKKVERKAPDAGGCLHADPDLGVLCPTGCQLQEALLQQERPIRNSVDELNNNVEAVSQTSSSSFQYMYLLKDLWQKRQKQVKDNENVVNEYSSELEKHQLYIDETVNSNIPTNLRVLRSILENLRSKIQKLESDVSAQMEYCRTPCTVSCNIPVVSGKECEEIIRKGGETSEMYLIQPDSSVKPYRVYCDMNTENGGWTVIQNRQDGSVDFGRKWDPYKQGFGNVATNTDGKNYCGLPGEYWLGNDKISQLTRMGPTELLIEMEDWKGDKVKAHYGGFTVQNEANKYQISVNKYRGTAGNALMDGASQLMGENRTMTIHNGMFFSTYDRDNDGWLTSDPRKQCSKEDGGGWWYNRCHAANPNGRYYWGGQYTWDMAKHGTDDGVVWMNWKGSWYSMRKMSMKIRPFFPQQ
Tn7 DDE FP – inhibitors of Tn7 peptide binding to human fibrin DD(E); P02675; 0.13% of 370,000 active; inhibition, % at 8.3 µM; AID 720508; FP displacement of FITC-Tn7 peptide from fibrin DD(E); 0% = median of compound wells per plate;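 active means inhibition above the mean of compounds falling within the control limits plus 3 SD of them, cut at about 14% in these data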;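 further: 0% = plate median of compound wells and 100% = 10 µM Aha-Tn7 peptide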
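system = human fibrin DD(E) protein | quantity = DD(E) 2 µM final | medium = Tris/NaCl/CaCl2 buffer, pH 7.8 | also added = labelled Tn7 tracer, 0.1 µM | compound dosing = single point at 8.3 µM | timing = compound with protein 10 min, then 3 h after probe, room temperature | signal = FP measurement | benchmarks = Aha-Tn7 high control | repeats = one replicate per compound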
UHRF1 binding – UHRF1 methyl-DNA binding inhibition; inhibition, % at 4.4 µM; Q96T88; UHRF1 binding to methylated oligo, TR-FRET; 0.75% of 370,000 active; in the data active means inhibition above about 21%;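 further: UHRF1 SRA domain binding a hemimethylated CpG hairpin DNA probe; 0% = median of test compound wells and 100% = reference inhibitor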
MBD2 DNA inh – blocks human MBD2 binding to methylated DNA | TR-FRET, MBD2 binding to methylated oligonucleotide | inhibition, % at 4.4 µM | Q9UBB5 | 0.31% of 370,000 active; in the data active means inhibition above about 13%
PLC-gamma1 inh – blocks human PLC-gamma1 enzyme activity; purified PLC-gamma1, fluorogenic substrate, fluorescence; 0.84% of 370,000 active; P19174; AID 720700; inhibition, % at 12.2 µM; in the data active means inhibition above about 9.5%
ASAP1 inh – ASAP1 ArfGAP inhibition. inhibition, % at 16.5 µM. Q9ULH1. ASAP1-stimulated ARF1 GTP hydrolysis, GDP FP detection. 0.19% of 360,000 active; in the data active means inhibition above about 25%;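 further: 0% = vehicle with enzyme and substrate and 100% = no enzyme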
Target sequence (Q9ULH1 325-724 limits assumed): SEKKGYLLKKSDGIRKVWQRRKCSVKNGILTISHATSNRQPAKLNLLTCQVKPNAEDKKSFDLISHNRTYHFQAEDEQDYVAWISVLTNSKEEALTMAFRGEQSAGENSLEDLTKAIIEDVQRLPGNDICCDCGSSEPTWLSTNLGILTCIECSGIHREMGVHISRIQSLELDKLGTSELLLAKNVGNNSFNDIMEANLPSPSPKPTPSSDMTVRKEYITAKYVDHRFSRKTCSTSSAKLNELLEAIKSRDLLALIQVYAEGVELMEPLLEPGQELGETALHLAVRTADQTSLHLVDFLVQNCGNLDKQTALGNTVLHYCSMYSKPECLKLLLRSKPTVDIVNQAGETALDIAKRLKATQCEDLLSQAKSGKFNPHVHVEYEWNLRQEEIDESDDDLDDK
ADAM17 inh – ADAM17 inhibition, QFRET primary screen | P78536 | recombinant ADAM17, EDANS/DABCYL FRET peptide cleavage | 0.83% of 370,000 active | inhibition, % at 6.95 µM;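 active means inhibition above the mean of compounds lying between control limits plus 3 SD, set per campaign, cut at about 8.5% in these data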;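 further: 0% = DMSO-only wells as the low control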
ARFGAP1 inh – inhibits rat ARF GTPase activating protein 1; Arfgap1-stimulated ARF1 GTP hydrolysis, GDP FP detection; inhibition, % at 16.5 µM; Q62848; 0.26% of 360,000 active; AID 651572;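 active means inhibition above a per-plate limit, mean inhibition of low control wells plus 3 SD, cut at about 25% in these data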;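 further: 0% = DMSO wells with enzyme and 100% = wells lacking Arfgap1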
Target sequence (Q62848 1-136 limits assumed): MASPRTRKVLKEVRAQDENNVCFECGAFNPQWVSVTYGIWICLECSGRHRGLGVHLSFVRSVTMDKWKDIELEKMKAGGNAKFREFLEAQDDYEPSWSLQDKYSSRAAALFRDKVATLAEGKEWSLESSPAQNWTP
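Material: rat Arfgap1 GAP domain (His6, aa 1-136), purified enzyme. Also added: human ARF1(Δ1-17)-GTP substrate. Compound dosing: 16.5 µM single point, 1.26% DMSO. Timing: enzyme reaction 120 min at 25 °C after 20 min preincubation. Signal: GDP detection by fluorescence polarization. Read-out basis: percent inhibition of GAP-stimulated GDP formation, scaled between DMSO and no-Arfgap1 medians.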
PLC-beta3 inh – blocks human PLC-beta3 enzyme activity; Purified PLC-beta3, fluorogenic substrate, fluorescence; inhibition, % at 12.2 µM; 0.18% of 370,000 active; AID 720704; in the data active means inhibition above about 11%;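 further: 0% = median of compound wells on plate and 100% = full blocker control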
proKLK7 act – activates the human kallikrein-7 zymogen; P49862; purified proKLK7, EDANS-DABCYL substrate fluorescence; 100% is mature enzyme control, 0% vehicle; activation, % at 7 µM; 0.9% of 370,000 active;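 active means activation above the mean of all tested compounds plus 3 SD, computed per campaign excluding outliers beyond control limits, cut at about 13% in these data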
* hit, by the source's call; x = not tested or not shown. Rows were taken by chance. About 4.1% of those tested had a hit in this group.

SMILES	Tn6 DDE FP	Tn7 DDE FP	UHRF1 binding	MBD2 DNA inh	PLC-gamma1 inh	ASAP1 inh	ADAM17 inh	ARFGAP1 inh	PLC-beta3 inh	proKLK7 act
CCC1(CC)C(=O)C2=C3C1[C@H](C(=O)OC)CC(C(=O)OC)C[C@H]3n1c(=O)n(-c3ccccc3)c(=O)n1[C@H]2C (stereo partly specified)	5	1	-1	-1	-7	-4	-4	13	-11	-0.6
N#CCCn1nnc(-c2ccccc2F)n1	-4	4	3	-5	5	-6	2	3	6	0.6
CC(C)(C)n1ncc2c(=O)n(CC(=O)N3CCc4ccccc43)cnc21	-8	-5	-1	4	1	-3	-1	5	2	0.1
OC(C#CCN1CCCCCC1)(c1ccccc1)c1cccnc1 (stereo unspecified)	3	4	14	5	0	13	0	-2	-3	-0.1
O=C1C2C3C=CC(C3)C2C(=O)N1CCCO (stereo unspecified)	-3	6	-2	-2	3	-6	-4	-9	0	-0.2
Cc1ccc(S(=O)(=O)N(C)C)cc1NC(=S)N1CCc2ccccc21	4	2	-1	-5	1	14	-5	-18	-5	0.6
Cc1cnc(C(=O)OCC(=O)c2cc(C)n(C)c2C)cn1	3	-3	-1	1	0	0	-2	2	-2	0.8
O=C(OCCOc1cccc(Cl)c1)c1cc(S(=O)(=O)N2CCCCC2)ccc1N1CCOCC1	-5	-4	-2	-1	0	10	-2	6	-6	-8.9
COc1ccc(S(=O)(=O)N2CCC(C(=O)N3CCN(C)CC3)CC2)cc1Cl	1	11	-2	3	3	3	1	-6	2	-0.2
O=C(Nc1ccc(Cl)cc1)OCc1cc(-c2ccccc2)on1	0	5	2	-5	0	-5	2	-12	0	-0.1
C=CCn1c(SCC(=O)NCc2ccco2)nnc1-c1ccc2ccccc2n1	-3	4	1	0	-26	9	-5	-4	-26	0.0
N[C@@H](CO)c1cn([C@@H](Cc2cc3ccccc3[nH]2)C(=O)N2CCNCC2)nn1	4	4	2	-3	2	11	-1	6	-3	-0.2
CN(C(=O)COC(=O)c1sc2ccccc2c1Cl)C1CCCCC1	-2	5	-3	1	3	13	-1	7	3	0.0
Cc1ccccc1Cn1nc(C)c(NC(=O)c2sc3ccccc3c2Cl)c1C	-10	-10	-2	-1	-5	8	1	9	-3	-2.3
CC(=O)c1c(N2CCOCC2)nc(=S)n(-c2ccc([N+](=O)[O-])cc2)c1C	10	-11	2	-5	3	4	2	-1	4	-0.6
O=C(NCCS(=O)(=O)N1CCN(C(=O)c2ccco2)CC1)c1ccccc1	0	-5	0	-2	4	0	1	9	1	0.3
CC(C)(C)CNc1cc(N2CCOCC2)ccc1[N+](=O)[O-]	-6	-4	-3	-5	1	-4	2	5	5	-0.1
O=C(c1ccc(Cl)cc1)[C@@H]1[C@@H]2C(=O)N(c3ccc(Cl)cc3)C(=O)[C@@H]2C2c3ccccc3C=NN21 (stereo partly specified)	1	0	2	-5	-5	-8	-1	-7	-6	-0.4
CN(Cc1cccs1)C(=O)COc1cccc2c1OC(C)(C)C2	2	10	-2	3	-1	-6	-1	-2	3	-0.5
CC(C)(C)c1ccc(C#C[C@@H]2C=C[C@@H](O)[C@@H](CO)O2)cc1	-1	2	2	7	1	-8	-3	12	3	0.8
CN1CCN(C(=O)/C(=C\c2cccs2)NC(=O)c2ccccc2)CC1	-1	-2	-2	-3	-1	-9	0	4	-1	0.1
COc1cc(CNCc2ccncc2)ccc1OCC(N)=O	2	-1	-1	-3	4	-14	1	6	-4	0.3
COc1ccc(C(=O)Nc2cccc3c2C(=O)NC3=O)cc1S(=O)(=O)N1CCOCC1	-4	9	-1	-1	-125	3	-11	-5	-159	-2.5
COc1ccc(C(=O)COC(=O)C2COc3ccccc3O2)c(OC)c1 (stereo unspecified)	7	5	-2	1	0	-5	1	-6	2	0.3
COc1ccc(C(=O)N/N=C/c2cc3ccccc3[nH]c2=O)cc1	-6	-7	-3	-2	-117	5	-96	-3	-157	-5.6
(further entries)
SMILES	Tn6 DDE FP	Tn7 DDE FP	UHRF1 binding	MBD2 DNA inh	PLC-gamma1 inh	ASAP1 inh	ADAM17 inh	ARFGAP1 inh	PLC-beta3 inh	proKLK7 act
C[C@H](CO)N1C[C@H](C)[C@@H](CN(C)S(=O)(=O)c2ccc(-n3cccn3)cc2)OCc2cnnn2CCCC1=O	1	1	-1	1	2	4	-5	10	3	0.3
O=C(CC(=O)N/N=C/c1ccccc1)NCc1ccccc1	5	-3	-2	2	3	10	1	-3	1	-0.3
c1ccc(-c2nc(N3CCCC3)nc3ccccc23)cc1	-3	0	2	-1	-155	7	-14	-11	-198	-3.6
COc1ccc(N(C(=O)CNC(=O)c2cccs2)C(C(=O)NC2CCCC2)c2cccnc2)cc1 (stereo unspecified)	-2	-1	1	0	4	1	-2	18	-5	0.2
COc1ccccc1CNC(=O)c1cc(-c2ccccc2)nn1CC1CC(c2cccnc2)=NO1 (stereo unspecified)	4	3	2	-1	2	-13	1	0	2	0.2
CCN(CC)S(=O)(=O)c1ccc(N=Nc2cc(C)cc(Br)c2O)cc1	3	-7	-1	1	-1	7	0	7	-7	0.3
Cn1c(=O)oc2cc(S(=O)(=O)NCc3ccc(C(=O)O)cc3)ccc21	-1	0	1	-3	0	-4	-3	-11	-5	-0.5
CCn1c(=O)n(CC)c2cc(S(N)(=O)=O)c(C)cc21	1	2	0	1	-1	-5	-2	22	1	0.2
CC(Cc1ccccc1)C(=O)N(C)Cc1cccnc1 (stereo unspecified)	-4	3	-6	-7	3	1	-5	-5	0	-0.6
CC(CCc1ccccc1)NC(=O)COC(=O)C1=COCCO1 (stereo unspecified)	1	-7	-1	-4	7	8	1	7	5	-0.5
COc1ccc(-n2nc3c(c2NC(=O)c2ccc(S(=O)(=O)N4CCOCC4)cc2)CS(=O)(=O)C3)cc1	3	-1	-3	0	0	0	1	2	1	0.0
O=C(COC(=O)/C=C/c1ccc(F)cc1)Nc1ccc2[nH]c(=O)[nH]c2c1	-6	-3	-2	-7	5	-3	2	7	-2	0.5
CCOC(=O)c1cnc2nc(SC)nn2c1N	2	4	5	0	-3	2	-4	3	-1	-0.2
CC(C)n1nnnc1C1(C)CN(S(C)(=O)=O)CC(=O)N1Cc1cccc(C(F)(F)F)c1 (stereo unspecified)	-7	-1	0	-3	3	x	0	x	3	-0.7
O=C(O)CC(C(=O)N(c1ccccc1)c1ccccc1)N1CCOCC1 (stereo unspecified)	6	10	4	-3	-1	-3	1	1	2	-0.1
Cc1cccc(Nc2nc(C)nc3c2oc2ccccc23)c1	1	-1	-1	-5	-111	24	-14	0	-149	-6.9
COc1ccc(CC(=O)Nc2cccc3ccccc23)cc1OC	6	-1	0	-5	2	-29	2	10	-1	0.4
CCCn1c(C)cc(C(=O)COc2ccc(C)nc2[N+](=O)[O-])c1C	-2	0	-3	0	-3	1	-1	-8	1	0.5
CCOc1ccc(NC(=O)CSc2nnc(NC(=O)C3CC3)s2)cc1	1	0	2	2	-2	2	-2	-10	-6	-0.5
CNC(=O)c1ccc2c(c1)nnn2C	2	0	0	2	2	1	1	-5	3	-0.1
O=[N+]([O-])c1ccc(N/N=C/c2sc(N3CCOCC3)nc2-c2ccccc2)c(S(=O)(=O)Nc2ccc(Cl)cc2)c1	1	-11	3	1	6	19	7	10	3	-0.5
CC(C)c1cc[n+](-c2nc([O-])sc2C=O)cc1	0	-3	5	-3	-7	9	-4	4	-9	1.2
COc1ccc(CCNC(=O)c2ccc(Cl)cc2Cl)cc1	-9	-3	2	9	-1	-5	0	-3	3	0.0
Cc1ccc2c(c1)N(CC(=O)Nc1ccccc1F)C(=O)CO2	1	6	2	3	0	-8	-4	-1	2	-0.3
CC(=O)Nc1ccc(NC(=O)C(C)n2nc([N+](=O)[O-])c(Br)c2C)cc1 (stereo unspecified)	6	5	0	1	0	-11	-4	11	0	-0.7

Of the compounds above, these have an NH in an aromatic ring.
SMILES	Tn6 DDE FP	Tn7 DDE FP	UHRF1 binding	MBD2 DNA inh	PLC-gamma1 inh	ASAP1 inh	ADAM17 inh	ARFGAP1 inh	PLC-beta3 inh	proKLK7 act
N[C@@H](CO)c1cn([C@@H](Cc2cc3ccccc3[nH]2)C(=O)N2CCNCC2)nn1	4	4	2	-3	2	11	-1	6	-3	-0.2
COc1ccc(C(=O)N/N=C/c2cc3ccccc3[nH]c2=O)cc1	-6	-7	-3	-2	-117	5	-96	-3	-157	-5.6
O=C(COC(=O)/C=C/c1ccc(F)cc1)Nc1ccc2[nH]c(=O)[nH]c2c1	-6	-3	-2	-7	5	-3	2	7	-2	0.5

Next entries follow:
SMILES	Tn6 DDE FP	Tn7 DDE FP	UHRF1 binding	MBD2 DNA inh	PLC-gamma1 inh	ASAP1 inh	ADAM17 inh	ARFGAP1 inh	PLC-beta3 inh	proKLK7 act
CC(Sc1cnccn1)C(=O)O (stereo unspecified)	7	1	3	-4	0	-1	-3	0	0	0.1
CCN(CC)C(=O)C1=C(C)N(Cc2ccc(F)cc2)C(=O)C(CC(=O)NCc2ccco2)C1 (stereo unspecified)	-3	-6	2	1	-1	-2	-2	5	1	0.3
COc1ccccc1NC(=S)NC1CCCCC1	9	2	2	1	-2	-1	-2	3	3	-0.2
CCCNS(=O)(=O)c1ccc(CCC(=O)NCCc2ccc(OC)c(OC)c2)cc1	0	1	0	0	0	-7	-1	3	1	-0.3
Cc1c(NC(=O)c2cc(-c3cccc(Cl)c3)on2)c(=O)n(-c2ccccc2)n1C	-1	5	1	5	1	7	0	-2	-8	0.5
CC1(C(=O)NS(=O)(=O)c2ccc(F)cc2F)CCN1C(=O)c1ccccc1 (stereo unspecified)	-5	-2	2	-6	6	-11	2	4	1	0.1
Cn1cc(-c2cc(C(=O)O)on2)cn1	-7	2	3	-1	4	-11	3	-2	-2	-0.2
COc1cccc(CC(NC(C)=O)C(=O)NC2CCN(S(=O)(=O)c3ccc4ccccc4c3)CC2)c1 (stereo unspecified)	-1	-1	-2	-1	1	-6	0	3	2	1.1
CC1CCc2c(sc3ncnc(NCCN4CCOCC4)c23)C1 (stereo unspecified)	-3	5	2	-2	-2	-9	-4	0	-6	-0.6
O=C(CSC1=NNC(c2ccccn2)S1)Nc1ccccc1 (stereo unspecified)	4	-9	-6	-3	-4	1	2	7	-11	0.1
Cc1cc(-c2csc(N)n2)c(C)n1-c1ccc(Cl)c(Cl)c1	-2	-2	-1	3	-15	11	-4	6	-17	-0.1
COc1ccc2c(c1)OC[C@H]1[C@H]2N2C(=O)[C@H](C)NC(=O)[C@@]2(C)[C@H]1c1ccccc1	0	9	0	0	-1	5	-2	-13	2	-0.2
CCOC(=O)N1CCN(c2c(NCCCN(CC)c3cccc(C)c3)c(=O)c2=O)CC1	-2	-10	-1	-2	2	10	-2	7	5	0.6
Cc1ccc(CN2CCC(n3nccc3NC(=O)c3ccc4c(c3)OCO4)CC2)o1	-3	4	1	-6	6	-7	1	-16	-8	0.4
Cc1ccc(S(=O)(=O)NC(=O)C2(C)CCN2C(=O)CC2CCCC2)cc1 (stereo unspecified)	-11	-9	1	2	-1	-8	-1	1	0	-0.1
CCC(=O)N(Cc1ccco1)Cc1cc2cc3c(cc2[nH]c1=O)OCO3	0	2	-2	0	-28	-8	-164	6	-46	2.0

High-throughput results (PubChem BioAssay)
